Screens deposited in PubChem by several laboratories.
ABHD5-PLIN5 inh = ABHD5-PLIN5 interaction inhibitors, primary screen, cell lysate, split luciferase complementation, luminescence | inhibition, % at 4 µM | 360,000 tested, 0.78% active | Split G. princeps luciferase complementation, 4 h;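 active = inhibition above the mean inhibition across every tested compound plus 3 SD, cut at about 22% in these data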;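 also: 0% = DMSO only wells and the 100% control is not disclosed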
TROY signal inh = inhibitors of TROY-driven NF-kB signaling, primary screen, Q293 LMP1-TROYcd cells, NF-kB luciferase, uHTS; Q293 LMP1-TROYcd NF-kB luciferase reporter, 4 h; 360,000 tested, 0.98% active; inhibition, % at 10 µM;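 active = compounds whose plate-normalised and pattern-corrected inhibition of the luciferase reporter signal at the single screening dose is 50% or more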
TLR9-MyD88 block = inhibitors of TLR9-MyD88 association in cells, primary screen, cell-based, CHO, BLA complementation, fluorescence; 340,000 tested, 0.21% active; inhibition, % at 4.98 µM; CCF4 FRET ratio; Toll-like receptor 9 (Homo sapiens) + Myeloid differentiation primary response protein …;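 active = inhibition above the mean over all tested compounds plus 3 SD, cut at about 21% in these data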;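 also: 0% = DMSO only wells and 100% = clavulanate BLA inhibitor control wells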
NCOA2 inhibitor = inhibition of GAL4-SRC2 driven luciferase reporter, primary screen, SRC2 inhibitor project, cell-based, luminescence; Nuclear receptor coactivator 2 (Homo sapiens), Q15596; HEK293 GAL4-SRC2 luciferase reporter; inhibition, % at 9 µM; 370,000 tested, 0.17% active; AID 651957, 2012;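 active = inhibition above the mean inhibition of all tested compounds plus 3 SD, set per campaign, cut at about 52% in these data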;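 also: 0% = DMSO treated cells and 100% = cells given Gossypol at 36 µM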
NCOA3 inh = SRC3 coactivator transcriptional activity inhibitors, primary screen, cell-based, luminescence. Nuclear receptor coactivator 3 (Homo sapiens), Q9Y6Q9. HEK293 GAL4-SRC3 luciferase reporter. inhibition, % at 3.6 µM. 360,000 tested, 0.17% active. AID 588352, 2011;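 active = inhibition above a per-campaign cutoff, the mean of all compounds plus 3 SD, cut at about 60% in these data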;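 also: 0% = DMSO-treated cells and 100% = gossypol-treated cells at 36 µM; higher means less SRC3-driven luciferase light from the GAL4 reporter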
Target sequence (Q9Y6Q9 whole entry, looked up, the tested form may be a part): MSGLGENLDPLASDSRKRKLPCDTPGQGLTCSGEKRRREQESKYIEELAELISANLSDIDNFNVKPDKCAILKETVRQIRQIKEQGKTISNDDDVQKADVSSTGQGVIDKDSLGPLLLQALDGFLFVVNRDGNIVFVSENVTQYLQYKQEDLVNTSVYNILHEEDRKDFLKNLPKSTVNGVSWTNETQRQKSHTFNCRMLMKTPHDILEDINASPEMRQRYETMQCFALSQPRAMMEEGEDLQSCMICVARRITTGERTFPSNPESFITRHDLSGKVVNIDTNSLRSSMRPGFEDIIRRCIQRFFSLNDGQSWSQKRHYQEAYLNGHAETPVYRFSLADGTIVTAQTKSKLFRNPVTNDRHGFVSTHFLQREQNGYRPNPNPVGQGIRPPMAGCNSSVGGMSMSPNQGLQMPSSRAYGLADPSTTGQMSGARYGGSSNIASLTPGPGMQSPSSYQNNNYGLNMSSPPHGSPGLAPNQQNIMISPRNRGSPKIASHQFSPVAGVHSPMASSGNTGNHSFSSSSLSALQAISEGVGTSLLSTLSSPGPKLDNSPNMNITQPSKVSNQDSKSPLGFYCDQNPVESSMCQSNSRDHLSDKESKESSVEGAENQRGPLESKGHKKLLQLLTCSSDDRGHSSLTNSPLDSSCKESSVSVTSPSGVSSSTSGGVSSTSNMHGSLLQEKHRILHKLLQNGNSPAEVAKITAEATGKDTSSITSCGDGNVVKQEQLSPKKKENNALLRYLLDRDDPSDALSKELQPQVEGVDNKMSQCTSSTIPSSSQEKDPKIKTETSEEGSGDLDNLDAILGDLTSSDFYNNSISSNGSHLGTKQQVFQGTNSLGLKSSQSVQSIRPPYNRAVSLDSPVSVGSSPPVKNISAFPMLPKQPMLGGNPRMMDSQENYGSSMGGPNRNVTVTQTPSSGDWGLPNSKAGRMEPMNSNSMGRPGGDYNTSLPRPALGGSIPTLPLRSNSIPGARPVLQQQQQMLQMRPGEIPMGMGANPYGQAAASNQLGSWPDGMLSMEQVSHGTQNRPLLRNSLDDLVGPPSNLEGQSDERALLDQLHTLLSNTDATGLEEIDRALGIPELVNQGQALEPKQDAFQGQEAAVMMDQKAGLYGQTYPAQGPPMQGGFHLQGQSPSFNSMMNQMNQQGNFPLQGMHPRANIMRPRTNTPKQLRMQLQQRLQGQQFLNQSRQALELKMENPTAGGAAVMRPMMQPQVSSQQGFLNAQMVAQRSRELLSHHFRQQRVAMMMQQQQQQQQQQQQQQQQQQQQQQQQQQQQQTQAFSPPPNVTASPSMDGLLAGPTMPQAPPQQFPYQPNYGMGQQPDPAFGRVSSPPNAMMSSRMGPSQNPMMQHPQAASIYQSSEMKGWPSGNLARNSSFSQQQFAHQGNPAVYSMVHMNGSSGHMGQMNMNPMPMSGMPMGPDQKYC
TWEAK-Fn14 inh = inhibitors of TWEAK-Fn14 signaling, primary screen, luciferase reporter cells, uHTS | inhibition, % at 10 µM | AID 1159606, 2016 | 360,000 tested, 2% active | TWEAK-stimulated Fn14 reporter cells, luciferase luminescence, 8 h; in the data active = inhibition above about 50%
Granule exo inh = LAMP-1 surface exposure blockers, TALL-104 cells – cell-based, flow cytometry, MLPCN library, primary screen | TALL-104 LAMP-1 surface exposure; cells stimulated with thapsigargin and PMA | inhibition, % at 10 µM | 360,000 tested, 0.66% active;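 active = inhibition above about 55%, limit read from the data; inconclusive = no clear call, values can overlap the other calls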
NOD2-RIPK2 inh = NOD2-RIPK2 binding disruptors in cells, primary screen, fluorescence, CHO cells, BLA complementation; Receptor-interacting serine/threonine-protein kinase 2 (Homo sapiens), O43353; inhibition, % at 4.98 µM; 360,000 tested, 0.38% active; CCF4 ratio; in the data active = inhibition above about 21%;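 also: 0% = vehicle only and 100% = reference blocker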
NR5A2 inv ag = LRH-1 (NR5A2) inverse agonists, primary screen, cell-based, luminescence, HEK293T, StAR-luciferase reporter. Nuclear receptor subfamily 5 group A member 2 (Homo sapiens), O00482. LRH-1 transfected, 24 h. inhibition, % at 3.6 µM. 360,000 tested, 0.13% active;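 active = inhibition above the mean inhibition of all tested compounds plus 3 SD, cut at about 73% in these data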;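 also: 0% = DMSO wells and 100% = reporter-only cells lacking LRH-1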
SRC1 inh = SRC1 coactivator transcriptional activity inhibitors, primary screen, cell-based, luminescence. inhibition, % at 3.6 µM. Nuclear receptor coactivator 1 (Homo sapiens), Q15788. HEK293 GAL4-SRC1 luciferase reporter. 360,000 tested, 0.12% active;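 active = inhibition above the campaign mean plus 3 SD, with each screening campaign given its own cutoff, cut at about 60% in these data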;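 also: 0% = DMSO treated cells and 100% = gossypol at 36 µM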
COUP-TFII inh = NR2F2 transcriptional activity inhibitors, primary screen, cell-based, luciferase reporter, HEK293T, luminescence; COUP transcription factor 2 (Homo sapiens), P24468; HEK293T NGFI-A luciferase reporter; inhibition, % at 8.6 µM; 370,000 tested, 0.7% active; AID 686940, 2013;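 active = inhibition above a per-plate cutoff, mean inhibition of test wells between control levels plus 3 SD, cut at about 38% in these data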;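 also: cells cotransfected with COUP-TFII expression vector driving the NGFI-A reporter; 0% = median of COUP-TF2 test wells and 100% = reporter-only cells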
The depositor's hits bear a star; ? = inconclusive; · = not tested or not shown. Not all compounds are listed. The share of hits here may be higher or lower than overall.

The opening three compounds as a preview:
SMILES	ABHD5-PLIN5 inh	TROY signal inh	TLR9-MyD88 block	NCOA2 inhibitor	NCOA3 inh	TWEAK-Fn14 inh	Granule exo inh	NOD2-RIPK2 inh	NR5A2 inv ag	SRC1 inh	COUP-TFII inh
Cc1cccc(C)c1NS(=O)(=O)c1ccc(OCCNS(C)(=O)=O)cc1	4	4	1	-11	-1	1	0	-7	17	9	23
Cc1sc2ncnc(SCC(=O)N3CCCCC3)c2c1C	8	-17	2	-22	-8	1	-4	3	-30	-9	-22
CC(=O)c1ccc(N2C(=O)CC(N3CCN(S(=O)(=O)c4ccc(C)c(C)c4)CC3)C2=O)cc1 (stereo not given)	-4	-4	-8	24	3	-9	3	2	-4	-18	15

All compounds of this part, from the start:
SMILES	ABHD5-PLIN5 inh	TROY signal inh	TLR9-MyD88 block	NCOA2 inhibitor	NCOA3 inh	TWEAK-Fn14 inh	Granule exo inh	NOD2-RIPK2 inh	NR5A2 inv ag	SRC1 inh	COUP-TFII inh
Cc1cccc(C)c1NS(=O)(=O)c1ccc(OCCNS(C)(=O)=O)cc1	4	4	1	-11	-1	1	0	-7	17	9	23
Cc1sc2ncnc(SCC(=O)N3CCCCC3)c2c1C	8	-17	2	-22	-8	1	-4	3	-30	-9	-22
CC(=O)c1ccc(N2C(=O)CC(N3CCN(S(=O)(=O)c4ccc(C)c(C)c4)CC3)C2=O)cc1 (stereo not given)	-4	-4	-8	24	3	-9	3	2	-4	-18	15
O=C(COC(=O)CC1SC(N2CCCC2)=NC1=O)Nc1ccc(Br)cc1 (stereo not given)	-13	14	1	-23	24	-7	?	-10	3	-8	-1
Cc1ccc(NC(=O)CNC(=O)c2cccs2)cc1S(=O)(=O)Nc1ccc(Cl)cc1	-5	15	9	6	4	17	-3	-2	-31	-8	-17
O=C(Cn1nnc(-c2ccccc2NC(=O)c2ccccc2)n1)Nc1ccc2c(c1)OCCO2	6	-16	7	-6	17	2	-5	-13	-7	-11	-27
Cc1ccc(NC(=O)N2CCCN(Cc3ccc(F)cc3)C2)cc1C	9	3	-4	-2	12	2	1	-6	-7	-1	13
Clc1cccc(N2CCN(Cc3nnc(-c4ccccc4)o3)CC2)c1	2	15	19	10	-14	-2	2	6	20	-12	9
O=C(CS(=O)(=O)Nc1ccc(F)cc1Cl)Nc1ccc(F)cc1Cl	-3	3	4	11	5	15	6	2	4	-5	14
Cc1cc(C(=O)CSc2nnc(-c3ccc(Cl)cc3)n2CC2CCCO2)c(C)n1C (stereo not given)	1	25	0	3	13	3	-3	9	11	-10	-5
COc1cccc(/C=C2\SC(=S)N(N3CCOCC3)C2=O)c1OC	-7	-56	8	-32	-34	-2	-2	-18	-70	-30	-18
O=C(CNc1cccc(S(=O)(=O)N2CCCCC2)c1)Nc1ccc(C(F)(F)F)cc1	-2	8	13	6	7	12	2	0	9	15	38*
COc1cc([N+](=O)[O-])ccc1NC(=O)C1C2C=CC(C2)C1C(=O)O (stereo not given)	-8	-19	-6	-3	1	22	0	-5	7	5	-13
CCn1c(C(=O)O)c(CC(=O)NC2CCCCCC2)c2ccccc21	-2	2	-1	-20	1	15	-2	3	-2	3	2
CCn1cc(CNC(=O)CSc2nc(-c3ccc(OC)c(OC)c3)cc(C(F)(F)F)n2)c(C)n1	0	18	-6	0	9	-11	-1	3	13	-2	-12
Cc1occc1C(=O)NNC(=O)c1ccc(Br)o1	-4	-8	-3	-2	10	-6	1	5	-12	1	-11
Nc1nc(NCCO)nc(NCC2CCCO2)c1[N+](=O)[O-] (stereo not given)	4	4	7	-12	20	19	-5	-1	12	-20	9
COc1ccc(Cc2nnc(SCc3nc4ccccc4c(=O)[nH]3)o2)cc1	5	6	1	9	-7	0	-6	-6	-10	1	6
CCC(C)C(=O)Nc1nc(-c2ccc3c(c2)NC(=O)CO3)cs1 (stereo not given)	-8	-28	-2	-15	-15	13	-4	-6	-12	-1	-15
CCCn1cc(C(=O)N(C)C2CCCN(Cc3ccccc3F)C2)c(C)n1 (stereo not given)	-5	-2	-4	3	13	2	1	-4	9	-16	5
Cc1[nH]c(=S)c(C#N)c(C)c1CCC#N	-2	-8	2	31	0	28	9	10	2	3	11
C/C(=N\Nc1nc2ccccc2[nH]1)c1ccc(Cl)s1	5	-51	-6	-15	6	6	15	8	-3	-1	-14
CCCCOC(=O)c1ccc(NC(=S)N2CCN(c3ncc4c(=O)c(C(=O)O)cn(CC)c4n3)CC2)cc1	0	27	2	18	16	63*	6	-5	-1	3	-6
Cc1ccc(S(=O)(=O)NC(CC(C)C)C(=O)N2CCOCCOCCOCCOCC2)cc1 (stereo not given)	-4	-2	2	4	-9	14	-3	-14	17	18	-8
CC(C)(C)c1cc(C(=S)N2CCN(CCO)CC2)cc(C(C)(C)C)c1O	-2	-3	1	-3	11	25	-1	-8	3	12	19

Single records, from the list above. Order of screens: ABHD5-PLIN5 inh	TROY signal inh	TLR9-MyD88 block	NCOA2 inhibitor	NCOA3 inh	TWEAK-Fn14 inh	Granule exo inh	NOD2-RIPK2 inh	NR5A2 inv ag	SRC1 inh	COUP-TFII inh
Entry for `Cc1ccc(S(=O)(=O)NC(CC(C)C)C(=O)N2CCOCCOCCOCCOCC2)cc1` (stereo not given) → -4	-2	2	4	-9	14	-3	-14	17	18	-8
Entry for `CCCn1cc(C(=O)N(C)C2CCCN(Cc3ccccc3F)C2)c(C)n1` (stereo not given) → -5	-2	-4	3	13	2	1	-4	9	-16	5

The main list resumes; the 4 compounds before the break are reprinted first.
SMILES	ABHD5-PLIN5 inh	TROY signal inh	TLR9-MyD88 block	NCOA2 inhibitor	NCOA3 inh	TWEAK-Fn14 inh	Granule exo inh	NOD2-RIPK2 inh	NR5A2 inv ag	SRC1 inh	COUP-TFII inh
C/C(=N\Nc1nc2ccccc2[nH]1)c1ccc(Cl)s1	5	-51	-6	-15	6	6	15	8	-3	-1	-14
CCCCOC(=O)c1ccc(NC(=S)N2CCN(c3ncc4c(=O)c(C(=O)O)cn(CC)c4n3)CC2)cc1	0	27	2	18	16	63*	6	-5	-1	3	-6
Cc1ccc(S(=O)(=O)NC(CC(C)C)C(=O)N2CCOCCOCCOCCOCC2)cc1 (stereo not given)	-4	-2	2	4	-9	14	-3	-14	17	18	-8
CC(C)(C)c1cc(C(=S)N2CCN(CCO)CC2)cc(C(C)(C)C)c1O	-2	-3	1	-3	11	25	-1	-8	3	12	19
Cc1nc(N2CCN(S(=O)(=O)c3ccccc3C#N)CC2)c2c(-c3ccccc3)csc2n1	1	0	2	6	8	31	-5	-2	-1	-20	-4
O=C(Cc1ccccc1)NCC(=O)N1CCN(c2ccc(F)cc2)CC1	7	1	-5	-25	-14	-3	5	6	-17	0	-13
O=C(CCSc1ccc(Cl)cc1)N1CCN(c2ccc(O)cc2)CC1	8	0	5	3	41	-26	8	1	10	21	-36
Cc1ccc(/C=N/NC(=O)c2nnn(-c3nonc3N)c2-c2cccs2)cc1	7	-30	10	-5	17	29	4	-1	12	4	-16
CCCCCCCC(=O)OCC(COC(=O)CCCCCCC)OC(=O)CCCCCCC	2	-14	0	8	-11	12	-4	-13	-12	9	-8
O=C(Nn1cnc2ccccc2c1=O)c1ccc([N+](=O)[O-])cc1	4	-23	7	6	8	2	1	-3	-6	-8	3
Cc1ccc(C2(C)NC(=O)N(CC(=O)NNC(=O)c3ccccc3)C2=O)cc1 (stereo not given)	-8	7	-2	8	-64	12	-2	-7	15	9	-10
COc1cc2c(cc1OC)C(c1ccccc1[N+](=O)[O-])=NCC2	1	25	·	22	11	6	-4	-28	-1	-12	-6
Cc1ccc(C(=O)Nc2ccccc2C(=O)N2CC(C)OC(C)C2)cc1 (stereo not given)	-8	-4	2	-12	-8	2	-3	1	8	11	-15
CN1CCN(c2nc(-c3ccccc3O)nc3ccccc23)CC1	4	-23	-6	-1	11	-11	18	-4	43	-7	-11
CC1(C)C(=O)Nc2ccccc2N1C(=O)COC(=O)c1cc(S(C)(=O)=O)ccc1Cl	1	-3	-1	7	4	7	4	-3	-19	-14	-11
Cc1ccccc1OCC(=O)Nc1ccc2c(c1)COC2=O	-4	-23	-5	-16	10	-5	2	-12	-17	-13	-18
CCO[C@@H]1OC(C(=O)NC2CC2)=C[C@H](C2CC2)[C@H]1CCCO	-11	6	0	-2	2	-1	-4	-1	-27	3	-3
Cc1nc(N2CCN(C(=O)c3ccco3)CC2)c2oc3ccccc3c2n1	-6	21	-29	-3	2	-9	3	-3	11	0	3
COc1ccc(-n2nnnc2SCC(=O)Nc2ccccc2N2CCOCC2)cc1OC	-7	28	-15	8	4	-11	7	2	6	-20	6
COC(=O)c1cc(-c2ccc(OC)c(OC)c2)on1	2	-36	2	-5	8	-10	4	-5	-3	-11	11
CC(=O)Nc1ccc(NC(=O)Nc2ccc(C)c(C)c2)cc1	3	-22	2	-6	-2	3	8	-7	-15	-14	-10
CC(=O)Nc1ccc(CN2CCC(n3nccc3NC(=O)CCc3ccccc3)CC2)cc1	7	-24	6	-20	-15	-13	-1	10	-7	-23	-14
CC(C)CC(=O)NC(=S)Nc1sc2c(c1C(N)=O)CCC2	-7	-26	-12	-9	-38	33	-3	-18	-44	-83	-20
COc1ccc(OCC(=O)OC2CCN(C)CC2)cc1	3	0	-7	12	-8	4	-1	-9	-8	-7	3
CCN1C(=O)CC(c2ccccc2)N(C2CCCC2)c2nc(Nc3ccc(C(=O)NC4CCN(C)CC4)cc3OC)ncc21 (stereo not given)	10	-14	-9	·	17	0	22	-8	-16	-7	·
COc1ccc(C(=O)Nc2ccc3c(c2)OCO3)cc1S(=O)(=O)N1CCOCC1	2	10	-3	17	-4	3	-6	-6	-24	11	-2
COc1cccc(-c2nc(CS(=O)(=O)CC(=O)N3CCc4ccccc4C3)c(C)o2)c1	4	6	-1	14	-4	11	-1	-8	7	6	-3
CCc1ccc2[nH]c3nc(SCc4nnc(-c5ccc(C)cc5)o4)nnc3c2c1	-2	7	0	0	10	-29	-2	-10	6	-3	8
